Source: PubChem BioAssay (several laboratories)
MCL1-BIM inh: inhibitors of human MCL1 binding to BIM-BH3 peptide | Q07820 | GST-MCL1 / FITC-Bim-BH3 fluorescence polarization | inhibition, % at 10.9 µM | hit rate 0.68% among 320,000 | AID 2057;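 active = inhibition above the mean inhibition of all tested compounds plus 3 SD, set per campaign, cut at about 40% in these data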;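 note: 0% = DMSO wells and 100% = unlabeled Bim-BH3 peptide control; higher means more loss of mP so more displacement of Bim peptide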
Target sequence (Q07820 whole entry, looked up): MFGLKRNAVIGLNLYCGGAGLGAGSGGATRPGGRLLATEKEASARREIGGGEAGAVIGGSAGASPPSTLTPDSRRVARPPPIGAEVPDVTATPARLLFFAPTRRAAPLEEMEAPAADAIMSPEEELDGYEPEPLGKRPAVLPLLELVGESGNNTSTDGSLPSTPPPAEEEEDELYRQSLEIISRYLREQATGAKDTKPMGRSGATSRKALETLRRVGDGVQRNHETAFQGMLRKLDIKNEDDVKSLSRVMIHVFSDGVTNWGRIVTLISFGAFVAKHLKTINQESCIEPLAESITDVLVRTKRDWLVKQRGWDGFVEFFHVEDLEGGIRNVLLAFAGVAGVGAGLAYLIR
pPAFAH FP inh: pPAFAH (human) enzyme inhibition; hit rate 1.5% among 330,000; inhibition, % at 3.39 µM; recombinant pPAFAH, FP-rhodamine probe fluorescence polarization; AID 463082;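 active = inhibition above the mean inhibition across the screen plus 3 SD, cut at about 25% in these data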;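 note: inhibitors block binding of the rhodamine activity-based probe so polarization drops; 0% = enzyme with DMSO and 100% = wells lacking pPAFAH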
PAFAH1B2 inh: PAFAH1B2 (human) inhibition. hit rate 1.2% among 340,000. recombinant PAFAH1B2, FP-rhodamine activity probe, fluorescence polarization. inhibition, % at 3.39 µM. AID 492953;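 active = inhibition above the mean of all tested compounds plus 3 SD, cut at about 24% in these data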;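 note: 0% = enzyme with DMSO and 100% = wells lacking PAFAH1B2; many of its hits are not listed in these tables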
Target sequence (P68402 whole entry, looked up): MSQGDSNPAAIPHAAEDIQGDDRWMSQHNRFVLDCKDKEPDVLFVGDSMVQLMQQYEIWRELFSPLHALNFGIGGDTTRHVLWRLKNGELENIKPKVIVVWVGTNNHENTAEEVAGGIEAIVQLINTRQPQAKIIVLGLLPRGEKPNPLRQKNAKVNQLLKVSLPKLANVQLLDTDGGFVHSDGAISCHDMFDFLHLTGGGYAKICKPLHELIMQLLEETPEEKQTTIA
Fam108B inh: Fam108B inhibition, counter-screen for RBBP9 inhibitors; inhibition, % at 9.51 µM; recombinant Fam108B, FP-Rh probe fluorescence polarization; AID 1947; hit rate 0.33% among 300,000;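 active = inhibition above the screen mean inhibition plus 3 SD, computed separately per campaign, cut at about 18% in these data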;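 note: inhibitors lower polarization as less probe binds the enzyme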
AHR act: human AHR activation. hit rate 2.5% among 320,000. AID 2796. P35869. activation, % at 5 µM. AHR-responsive luciferase reporter cells, luminescence; in the data active = activation above about 47%;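 note: 0% = vehicle wells and 100% = reference agonist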
MEX-5 binding: C. elegans MEX-5 TCR-2 RNA binding activity | Q9XUB2 | activity score (negative = inhibition of binding), % at 10 µM | MEX-5/FITC-TCR2 RNA binding, fluorescence polarization; hits give low values | hit rate 0.38% among 300,000 | AID 1832;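 active = inhibition past about -25% in most replicates, and total fluorescence under double the plate's negative control median, limit read from the data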;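 note: 0% = DMSO and -100% = 5 µM competing unlabeled TCR2 RNA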
PME-1 primary: PME-1 (human) inhibition. Q9Y570. hit rate 0.53% among 320,000. recombinant PME-1, FP-Rh probe fluorescence polarization. inhibition, % at 5.9 µM;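 active = inhibition above the campaign mean of all compounds plus 3 SD, cut at about 26% in these data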;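 note: competitive labeling of PME-1 active site by serine hydrolase directed probe; 0% = PME-1 with DMSO and 100% = wells lacking PME-1 enzyme; inhibitors block probe labeling so polarization falls and inhibition rises; many of its hits are not listed in these tables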
GLD-1 RNA inh: GLD-1-TGE RNA interaction inhibition (C. elegans); AID 2280; hit rate 0.44% among 320,000; inhibition, % at 5.96 µM; Q17339; purified GLD-1 + fluorescein TGE RNA, fluorescence polarization;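 active = percent inhibition above a per-plate cutoff, the plate mean of test compounds plus 3 SD, cut at about 30% in these data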;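 note: 0% = DMSO wells with GLD-1 and probe and 100% = wells lacking GLD-1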
Bcl-xL primary: inhibitors of human Bcl-xL; Q07817; hit rate 0.7% among 320,000; GST-Bcl-xL / FITC-Bim BH3 peptide fluorescence polarization; inhibition, % at 10.9 µM;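 active = inhibition above the mean of all tested compounds plus 3 SD, cutoff set per campaign, cut at about 30% in these data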;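 note: 0% = DMSO wells and 100% = unlabeled Bim-BH3 peptide competitor; inhibitors lower millipolarization by displacing the labeled peptide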
Target sequence (Q07817 whole entry, looked up): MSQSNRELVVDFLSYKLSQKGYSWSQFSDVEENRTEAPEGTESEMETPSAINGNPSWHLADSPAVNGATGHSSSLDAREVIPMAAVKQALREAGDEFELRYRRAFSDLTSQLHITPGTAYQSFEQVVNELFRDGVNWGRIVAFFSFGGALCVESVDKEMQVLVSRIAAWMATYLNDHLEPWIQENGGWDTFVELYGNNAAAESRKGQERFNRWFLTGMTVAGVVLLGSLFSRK
Numbers without * were called inactive.

What do the screens show for `Cc1nc(C)c(-c2ccc(SCC(=O)Nc3ccccc3)nn2)s1`?
MCL1-BIM inh: -1; pPAFAH FP inh: 4; PAFAH1B2 inh: 2; Fam108B inh: -5; AHR act: 6; MEX-5 binding: -1.7; PME-1 primary: 4; GLD-1 RNA inh: 0; Bcl-xL primary: 2

What do the screens show for `Cn1c(SCc2ccc(F)cc2)nnc1-c1ccccn1`?
MCL1-BIM inh: 9; pPAFAH FP inh: 9; PAFAH1B2 inh: 4; Fam108B inh: -7; AHR act: 1; MEX-5 binding: 3.2; PME-1 primary: -7; GLD-1 RNA inh: 3; Bcl-xL primary: 3

What do the screens show for `O=C(N/N=C/c1ccc(F)c(F)c1)c1cccc(S(=O)(=O)N2CCCCC2)c1`?
MCL1-BIM inh: 5; pPAFAH FP inh: 2; PAFAH1B2 inh: 0; AHR act: 0; PME-1 primary: 2; GLD-1 RNA inh: -3; Bcl-xL primary: -2

What do the screens show for `Cc1sc(NC(=O)C2CCCCC2C(=O)O)c(C(N)=O)c1-c1ccc(C(C)(C)C)cc1` (stereo unspecified)?
MCL1-BIM inh: 3; pPAFAH FP inh: -7; PAFAH1B2 inh: 26*; Fam108B inh: 0; AHR act: 0; MEX-5 binding: -6.6; PME-1 primary: -7; GLD-1 RNA inh: 0; Bcl-xL primary: 8

How did C/C(CC(=O)Nc1cccnc1)=N\NC(=O)C(=O)Nc1cccc(C)c1 do in these assays?
MCL1-BIM inh: 6; pPAFAH FP inh: 0; PAFAH1B2 inh: 1; Fam108B inh: -1; AHR act: -1; MEX-5 binding: 1.8; PME-1 primary: -3; GLD-1 RNA inh: 6; Bcl-xL primary: 1

Results for O=[N+]([O-])c1cccc(Nc2c([N+](=O)[O-])ccc3nonc23)c1 ?
MCL1-BIM inh: 5; pPAFAH FP inh: 1; PAFAH1B2 inh: 1; Fam108B inh: -4; AHR act: 1; MEX-5 binding: 1.7; PME-1 primary: -5; GLD-1 RNA inh: 2; Bcl-xL primary: -2

What do the screens show for `Cc1c[nH]c2ccccc12`?
MCL1-BIM inh: -13; pPAFAH FP inh: 4; PAFAH1B2 inh: 1; Fam108B inh: -3; AHR act: 9; PME-1 primary: 1; GLD-1 RNA inh: 3; Bcl-xL primary: 6

Results for CCc1c(C)sc2nc(SCC(=O)Nc3cc(C)on3)n(CCOC)c(=O)c12 ?
MCL1-BIM inh: -1; pPAFAH FP inh: 0; PAFAH1B2 inh: 3; Fam108B inh: -5; AHR act: 2; MEX-5 binding: 0.7; PME-1 primary: 4; GLD-1 RNA inh: 3; Bcl-xL primary: 1

How did CCCn1c(C)cc(C)c(C#N)c1=O do in these assays?
MCL1-BIM inh: -15; pPAFAH FP inh: -2; PAFAH1B2 inh: -1; Fam108B inh: 2; AHR act: -2; MEX-5 binding: -0.3; PME-1 primary: -5; GLD-1 RNA inh: -1; Bcl-xL primary: -4

What do the screens show for `CCOC(=O)C1=NN(C(=O)COc2ccccc2)C(O)(c2ccc(Cl)cc2)C1` (stereo unspecified)?
MCL1-BIM inh: -2; pPAFAH FP inh: 5; PAFAH1B2 inh: 11; Fam108B inh: 1; AHR act: -1; MEX-5 binding: -0.7; PME-1 primary: 1; GLD-1 RNA inh: 4; Bcl-xL primary: -2

What do the screens show for `CCC(C(=O)Nc1cccc(S(=O)(=O)N(C)c2ccccc2)c1)c1ccccc1` (stereo unspecified)?
MCL1-BIM inh: -11; pPAFAH FP inh: 1; PAFAH1B2 inh: 16; AHR act: 2; PME-1 primary: -11; GLD-1 RNA inh: 3; Bcl-xL primary: -1

Results for C=CCSc1nc(C)c(CC(=C)C)c(=O)[nH]1 ?
MCL1-BIM inh: -3; pPAFAH FP inh: 3; PAFAH1B2 inh: 4; Fam108B inh: 2; AHR act: -1; MEX-5 binding: -1.4; PME-1 primary: -4; GLD-1 RNA inh: 14; Bcl-xL primary: 1

How did COc1ccc(C(=O)NCC(=O)OCC(=O)c2ccc3c(c2)NC(=O)CO3)cc1OC do in these assays?
MCL1-BIM inh: -9; pPAFAH FP inh: 3; Fam108B inh: -4; AHR act: 0; MEX-5 binding: 1.7; PME-1 primary: -1; GLD-1 RNA inh: -3; Bcl-xL primary: -6

Results for O=C(NCc1cccnc1)c1sc2ccccc2c1Cl ?
MCL1-BIM inh: 5; pPAFAH FP inh: 3; PAFAH1B2 inh: 0; Fam108B inh: -2; AHR act: 16; MEX-5 binding: 0.0; PME-1 primary: 2; GLD-1 RNA inh: -5; Bcl-xL primary: 4

What do the screens show for `COc1cc(OC)cc(C(=O)Nc2cccc(N3CCCC3)c2)c1`?
MCL1-BIM inh: -1; pPAFAH FP inh: -3; PAFAH1B2 inh: -3; Fam108B inh: 5; AHR act: 41; MEX-5 binding: -0.9; PME-1 primary: 1; GLD-1 RNA inh: 5; Bcl-xL primary: -10

How did COc1ccccc1OCc1ccc(C(=O)c2ccccc2)cc1 do in these assays?
MCL1-BIM inh: 10; pPAFAH FP inh: 3; PAFAH1B2 inh: -2; Fam108B inh: -2; AHR act: 5; MEX-5 binding: 1.5; PME-1 primary: -3; GLD-1 RNA inh: 2; Bcl-xL primary: 5

Results for COc1ccc(N2CCN(C(=O)COC(=O)COc3cccc(C(F)(F)F)c3)CC2)cc1 ?
MCL1-BIM inh: 2; pPAFAH FP inh: 0; PAFAH1B2 inh: 2; AHR act: 1; PME-1 primary: -3; GLD-1 RNA inh: 8; Bcl-xL primary: 7

Results for Clc1cccc(-c2cc3nc4c(c(N5CCOCC5)n3n2)CCCC4)c1 ?
MCL1-BIM inh: 3; pPAFAH FP inh: 5; PAFAH1B2 inh: 0; Fam108B inh: -3; AHR act: 3; MEX-5 binding: -2.0; PME-1 primary: 1; GLD-1 RNA inh: 6; Bcl-xL primary: 1

What do the screens show for `Cc1ccc(NC(=S)NC(C)CCc2ccccc2)cc1C` (stereo unspecified)?
MCL1-BIM inh: 3; pPAFAH FP inh: 1; PAFAH1B2 inh: 4; Fam108B inh: 1; AHR act: 3; PME-1 primary: -2; GLD-1 RNA inh: 2; Bcl-xL primary: -4

Results for O=c1cc(-c2ccccc2O)nc(-c2ccccc2)[nH]1 ?
MCL1-BIM inh: 0; pPAFAH FP inh: 5; PAFAH1B2 inh: -1; Fam108B inh: 5; AHR act: 19; MEX-5 binding: -2.1; PME-1 primary: 11; GLD-1 RNA inh: 9; Bcl-xL primary: 2

3 entries already listed, ordered by SMILES length, highest first:
How did COc1ccc(C(=O)NCC(=O)OCC(=O)c2ccc3c(c2)NC(=O)CO3)cc1OC do in these assays?
MCL1-BIM inh: -9; pPAFAH FP inh: 3; Fam108B inh: -4; AHR act: 0; MEX-5 binding: 1.7; PME-1 primary: -1; GLD-1 RNA inh: -3; Bcl-xL primary: -6

Results for Clc1cccc(-c2cc3nc4c(c(N5CCOCC5)n3n2)CCCC4)c1 ?
MCL1-BIM inh: 3; pPAFAH FP inh: 5; PAFAH1B2 inh: 0; Fam108B inh: -3; AHR act: 3; MEX-5 binding: -2.0; PME-1 primary: 1; GLD-1 RNA inh: 6; Bcl-xL primary: 1

What do the screens show for `Cc1ccc(NC(=S)NC(C)CCc2ccccc2)cc1C` (stereo unspecified)?
MCL1-BIM inh: 3; pPAFAH FP inh: 1; PAFAH1B2 inh: 4; Fam108B inh: 1; AHR act: 3; PME-1 primary: -2; GLD-1 RNA inh: 2; Bcl-xL primary: -4

(cont.)
What do the screens show for `COC(=O)c1ccccc1OCC(=O)N1CCN(c2ccc(F)cc2)CC1`?
MCL1-BIM inh: 7; pPAFAH FP inh: 2; PAFAH1B2 inh: 6; Fam108B inh: 4; AHR act: 0; MEX-5 binding: 2.6; PME-1 primary: 6; GLD-1 RNA inh: -1; Bcl-xL primary: 6

How did CCCOc1cccc(C(=O)Nc2ccccc2C(=O)N2CCN(C)CC2)c1 do in these assays?
MCL1-BIM inh: 6; pPAFAH FP inh: 3; PAFAH1B2 inh: -1; Fam108B inh: -3; AHR act: -1; MEX-5 binding: -0.5; PME-1 primary: 6; GLD-1 RNA inh: 8; Bcl-xL primary: 4

How did CC(=O)Nc1nnc(-c2ccc(Cl)s2)o1 do in these assays?
MCL1-BIM inh: 3; pPAFAH FP inh: -4; PAFAH1B2 inh: 1; Fam108B inh: -1; AHR act: 6; MEX-5 binding: -0.3; PME-1 primary: 0; GLD-1 RNA inh: 2; Bcl-xL primary: 6

How did O=C1CCc2cc(S(=O)(=O)N3CCCC3C(=O)N3CCN(c4ccccc4)CC3)ccc2N1 (stereo unspecified) do in these assays?
MCL1-BIM inh: 0; pPAFAH FP inh: -3; PAFAH1B2 inh: 1; Fam108B inh: 0; AHR act: 1; MEX-5 binding: -1.9; PME-1 primary: -4; GLD-1 RNA inh: -8; Bcl-xL primary: 0

Results for O=C(O)CCCCCNC(=O)CCn1cnc2ccccc2c1=O ?
MCL1-BIM inh: 1; pPAFAH FP inh: 4; PAFAH1B2 inh: -1; Fam108B inh: 0; AHR act: -3; MEX-5 binding: 1.1; PME-1 primary: 4; GLD-1 RNA inh: 4; Bcl-xL primary: 2

How did O=C(C1=C[C@H](c2ccc(Br)cc2)C[C@H](OCCCCO)O1)N1CCOCC1 do in these assays?
MCL1-BIM inh: 5; pPAFAH FP inh: 5; PAFAH1B2 inh: 5; Fam108B inh: -1; AHR act: -1; MEX-5 binding: 5.2; PME-1 primary: -4; GLD-1 RNA inh: 1; Bcl-xL primary: 5

Results for O=C(CSc1cccc(C(F)(F)F)c1)Nc1ccc(Cl)cc1Cl ?
MCL1-BIM inh: 2; pPAFAH FP inh: -2; PAFAH1B2 inh: 4; Fam108B inh: 0; AHR act: -1; MEX-5 binding: 1.7; PME-1 primary: -3; GLD-1 RNA inh: 6; Bcl-xL primary: 4

How did CCN(CC)CCn1c(=S)[nH]c2cc(C(=O)N3CC(C)CC(C)C3)ccc2c1=O (stereo unspecified) do in these assays?
MCL1-BIM inh: 4; pPAFAH FP inh: 3; PAFAH1B2 inh: 1; Fam108B inh: 0; AHR act: 5; MEX-5 binding: -0.7; PME-1 primary: -3; GLD-1 RNA inh: -11; Bcl-xL primary: 0

What do the screens show for `Cc1ccc(C(=O)c2cc3c(cc2[N+](=O)[O-])OCCO3)cc1`?
MCL1-BIM inh: -4; pPAFAH FP inh: 9; PAFAH1B2 inh: 1; Fam108B inh: -1; AHR act: -3; MEX-5 binding: 5.3; PME-1 primary: 3; GLD-1 RNA inh: 2; Bcl-xL primary: 2

How did COc1cc(C(=O)OCC(=O)Nc2cc(C)on2)ccc1OCc1ccccc1Cl do in these assays?
MCL1-BIM inh: 2; pPAFAH FP inh: -1; PAFAH1B2 inh: -1; Fam108B inh: -3; AHR act: 11; MEX-5 binding: 0.3; PME-1 primary: -5; GLD-1 RNA inh: 2; Bcl-xL primary: 0

Results for CCN1C(=O)[C@H]2[C@@H](c3ccc(-c4ccc(OC)cc4)cc3)N3CCCC[C@@]3(C(=O)OC)[C@H]2C1=O ?
MCL1-BIM inh: 3; pPAFAH FP inh: 2; PAFAH1B2 inh: 1; Fam108B inh: -9; AHR act: 26; MEX-5 binding: 2.2; PME-1 primary: 1; GLD-1 RNA inh: 5; Bcl-xL primary: 5

Results for O=C(NCc1ccccn1)C(=O)NCC1OCCCN1S(=O)(=O)c1cc(F)ccc1F (stereo unspecified) ?
MCL1-BIM inh: 5; pPAFAH FP inh: -1; PAFAH1B2 inh: 2; Fam108B inh: 1; AHR act: -2; MEX-5 binding: 4.8; PME-1 primary: 1; GLD-1 RNA inh: 3; Bcl-xL primary: -3

Only part of the results is shown. The share of hits here may be higher or lower than overall.
